RmlCD inh mix: inhibitors of RmlC and RmlD coupled enzymes; RmlC/RmlD coupled enzyme inhibition, 384-well mixture HTS; inhibition, % at 5.5 µM; 0.39% of 110,000 active; AID 1532; in the data active = inhibition above about 30%, passing the limit was not always enough; inconclusive = no clear call, values can overlap the other calls; note: strong numbers were not always called active
RT RNaseH block: blocks HIV-1 RNase H cleavage of RNA/DNA duplex; inhibition, % at 10 µM; AID 565; 1.9% of 65,000 active; RT-RNase H RNA/DNA duplex cleavage, fluorescence; P04585; in the data active = inhibition above about 50%
An asterisk follows results filed as active; ? = inconclusive; nt = no result given. The list is partial (hit frequency here may not be typical).

cpd	Compound	RmlCD inh mix	RT RNaseH block
1	CCOC(=O)c1cnn(-c2nc3c(C)cccc3s2)c1C(F)(F)F	-3	nt
2	Nc1ccccc1C(=O)/C=C/c1ccc2c(c1)OCO2	-4	nt
3	Cc1nc(-c2ccccc2)sc1C(=O)CSc1ccccc1	-16	nt
4	COCCNC(=O)CN(c1ccc(C)cc1)S(=O)(=O)c1ccc(SC)cc1	-3	-4
5	COCCN(CCOC)C(=O)c1c[nH]c2ccc(S(=O)(=O)N(C)c3ccc(F)cc3)cc2c1=O	7	20
6	O=C1c2ccccc2S(=O)(=O)c2cc(N3CCN(c4ccccn4)CC3)ccc21	-11	nt
7	COC(=O)C1=C(C)NC(C)=C(C(=O)OC)C1C(=O)OCC(=O)N1c2ccccc2CC1C (stereo unspecified)	-11	nt
8	NC(=O)N1c2ccccc2CC(=O)c2ccccc21	3	-11
9	O=C1CC(N2CCN(c3ccc(Cl)c(Cl)c3)CC2)C(=O)N1 (stereo unspecified)	-8	-3
10	O=C1N[C@@H](Cc2cn(S(=O)(=O)c3c(F)c(F)c(F)c(F)c3F)c3ccccc23)C(=O)N[C@H]1Cc1ccccc1	-12	nt
11	COc1ccc(OCC(=O)Nc2ccc(N3CCOCC3)cc2)cc1	-9	-3
12	FC(F)(F)c1cccc(N2CCc3cn[nH]c32)c1	5	-7

Some of the entries so far, field by field:
[4] COCCNC(=O)CN(c1ccc(C)cc1)S(=O)(=O)c1ccc(SC)cc1
  RmlCD inh mix: -3	RT RNaseH block: -4

[9] O=C1CC(N2CCN(c3ccc(Cl)c(Cl)c3)CC2)C(=O)N1 (stereo unspecified)
  RmlCD inh mix: -8	RT RNaseH block: -3

(more compounds)
cpd	Compound	RmlCD inh mix	RT RNaseH block
13	Cc1cc([N+](=O)[O-])nn1CC(=O)NNC(=S)Nc1ccc([N+](=O)[O-])cc1	-14	nt
14	CC(C)NC(NC(=O)Cc1ccccc1)C(Cl)(Cl)Cl (stereo unspecified)	-12	nt
15	Cc1ccc2[nH]c(=O)c(C(c3nnnn3C3CCCC3)N3CCCc4ccccc43)cc2c1 (stereo unspecified)	4	nt
16	Oc1ccc(Cl)cc1/C=N/c1nccs1	-22	-8
17	O=C(Cn1c(O)c(/C=C2\C=Nc3ccccc32)sc1=O)Nc1ccc2c(c1)OCO2	2	nt
18	CN(Cc1ccccc1)S(=O)(=O)c1ccc2[nH]cc(C(=O)NCC3CCCO3)c(=O)c2c1 (stereo unspecified)	nt	-9
19	COc1ccc(C(=O)N2CCN(S(=O)(=O)N3CCOCC3)CC2)cc1OC	-11	1
20	COc1ccc2cc(CN(Cc3ccco3)C(c3nnnn3C3CCCCC3)C(C)C)c(=O)[nH]c2c1 (stereo unspecified)	-90	12
21	COc1cc(C)nc(N2CCCC(C(=O)NCC(C)C)C2)n1 (stereo unspecified)	-5	nt
22	CCNS(=O)(=O)c1ccc(C(=O)Nc2ccccc2)cc1	6	nt
23	Cc1ccc(CS(=O)(=O)CCC(=O)NCc2ccc3c(c2)OCO3)cc1	-11	-18
24	CCOc1ccc(NC(=O)c2ccc3snnc3c2)cc1	-8	nt
25	Cc1cc(C(=O)O)c(=O)[nH]c1C	12	-6
26	O=C(O)CNC(=O)c1ccccc1NC(=O)c1ccco1	-10	-12
27	O=C(OCc1cnc(Cl)s1)c1cccc(Cl)c1Cl	32	nt
28	CNC(=O)NCC12CC3CC(CC(C3)C1)C2	4	-6
29	CC(=O)Nc1ccc(S(=O)(=O)Nc2nc3ccccc3nc2N2CCCC2)cc1	4	3
30	COc1cc(OC)cc(C(=O)NCC(=O)OC2CCOC2=O)c1 (stereo unspecified)	5	1
31	CCC1=C(OC(=O)N(CC)CC)N2C(=O)OC(=NCC(=O)OC)[C@]2(Cc2ccccc2)[C@H]2C1=CC[C@H]1C(=O)N(C)C(=O)[C@H]12	-33	nt
32	c1ccc(Cn2cc(CNc3ccccc3)nn2)cc1	14	nt
33	Cc1ccc(/C=C2\SC(=S)N(Cc3ccccc3)C2=O)o1	12	nt
34	Cc1cc(Cl)ccc1Oc1ncc(CN2CCN(c3ccccc3)CC2)s1	-4	nt
35	CSc1nc2ccc(NS(=O)(=O)c3ccc(Cl)s3)cc2s1	?	4
36	CN(C(=O)c1ccco1)c1nc(CC(=O)Nc2ccccc2)cs1	-2	nt

Given with each value named: part of the list above.
(25) Cc1cc(C(=O)O)c(=O)[nH]c1C
- RmlCD inh mix = 12
- RT RNaseH block = -6

(26) O=C(O)CNC(=O)c1ccccc1NC(=O)c1ccco1
- RmlCD inh mix = -10
- RT RNaseH block = -12

(cont.)
cpd	Compound	RmlCD inh mix	RT RNaseH block
37	COc1ccc(NC(=O)N(CCO)Cc2cc3c(C)cc(C)cc3[nH]c2=O)cc1	3	7
38	C/C(=C\c1ccccc1)C(=O)n1nnc2ccccc21	-4	nt
39	COC(=O)c1c(NC(=O)CSc2nnnn2-c2ccccc2)sc2c1CCCC2	13	-18
40	Cc1cc(NC(=O)CSc2nnc(Cc3ccccc3)o2)no1	5	-16
41	Cn1c(SCc2ccc(C#N)cc2)nnc1-c1cccc(Cl)c1	-8	-4
42	COc1ccc(OC)c(NC(=O)COC(=O)CNC(=O)c2ccc(OC)c(OC)c2)c1	-6	nt
43	CCc1nnc(SCc2ccc(OC(C)C)cc2)n1N	-11	-15
44	Cc1cc(C(=O)Nc2nnc(C3CCCCC3)s2)no1	-9	-6
45	CCc1nc(SCC(=O)N2CCN(C(=O)c3ccco3)CC2)c2c3c(sc2n1)CCCC3	9	-6
46	O=C(CSCc1ccc(Cl)cc1)N/N=C/c1ccc(OCC(=O)Nc2ccccc2)cc1	9	nt
47	Cc1ccc(C(=O)c2ccc([N+](=O)[O-])cc2)cc1	-14	nt
48	CCC(C)NC(=O)C1c2cc(OC)c(OC)cc2C(=O)N(C)C1c1cccs1 (stereo unspecified)	?	nt

Complete entries as entered above:
`COc1ccc(NC(=O)N(CCO)Cc2cc3c(C)cc(C)cc3[nH]c2=O)cc1` is entered as RmlCD inh mix = 3; RT RNaseH block = 7
`Cc1ccc(C(=O)c2ccc([N+](=O)[O-])cc2)cc1` is entered as RmlCD inh mix = -14; RT RNaseH block = nt

Further structures
cpd	Compound	RmlCD inh mix	RT RNaseH block
49	CCOC(=O)c1cc(NC(=O)CSc2nnc(CN3CCOCC3)n2C)ccc1Cl	-1	nt
50	COC(=O)c1nn(-c2ccc(OC)cc2)c(=O)cc1Oc1ccccc1	-13	nt
51	COc1ccc(C[C@@H]2CN3C(=NC[C@@H]3C)N2C[C@H](C)NC(=O)CCC2CCCCC2)cc1	6	nt
52	CCOC(=O)C(C)Oc1ccc(=O)n(-c2ccccc2)n1 (stereo unspecified)	-5	-10
53	COc1ccc(CCNC(=O)CCn2cccc2)cc1OC	-10	-10
54	Cc1c(NC(=S)NC(=O)C(c2ccccc2)c2ccccc2)cccc1C(=O)O	-15	nt
55	CCn1nnnc1SCC(=O)c1ccc(NC(C)=O)cc1	7	-39
56	COc1ccccc1C1/C(=C(\O)c2c(C)nc3c(C)cccn23)C(=O)C(=O)N1CCCN(C)C (stereo unspecified)	nt	-6
57	O=C(Nc1nnc(-c2ccccc2)s1)c1cc(S(=O)(=O)N2CCOCC2)c(Cl)cc1Cl	0	nt
58	Cc1cc(NC(=O)CSc2ccc3nnc(-c4cccc(F)c4)n3n2)no1	-11	42
59	CN1CCC(=O)N(CCSc2ccc(Br)cc2)CC1	5	nt
60	O=C(Nc1cccc(NS(=O)(=O)c2ccc(S(=O)(=O)NC3CC3)cc2)c1)c1ccccn1	-10	-5
61	Cc1[nH]c2ccc(F)cc2c(=O)c1SC(F)(F)C(F)C(F)(F)F (stereo unspecified)	11	1
62	COc1ccc2[nH]c(C(=O)O)c(NS(=O)(=O)c3ccc(Cl)s3)c2c1	-7	-15
63	CC(C)C[C@H](NC(=O)c1nc[nH]c1C(=O)N1CCN(c2ccccc2)CC1)C(=O)OC(C)(C)C	7	nt
64	CC(C)OC(=O)C1C2C=CC3(CN(CC4CCCO4)C(=O)C13)O2 (stereo unspecified)	6	-4
65	COc1ccc(S(=O)(=O)Nc2ccccc2C(=O)NCc2ccco2)cc1	0	4
66	OCC(C#CCN1CCCCC1)NCc1ccccc1 (stereo unspecified)	-8	-33
67	O=c1cc(Nc2ccc3c(c2)OCO3)[nH]c(=O)n1-c1ccc(Br)cc1	3	4
68	COc1ccccc1N1CCN(C(=O)Cn2nc(C(F)(F)F)c3c2CCC3)CC1	5	0
69	COc1ccc(-c2nc3c4ccccc4[nH]c(=O)n3n2)cc1	-5	nt
70	CC(=O)N(Cc1cccs1)C1CCOC(C)(C)C1 (stereo unspecified)	-18	-3
71	COc1ccc(OC)c(Nc2ncnc3c2cnn3-c2cccc(C)c2)c1	-62	4
72	CN(c1ccccc1)S(=O)(=O)c1ccc(NC(=O)C2CCCCC2C(=O)O)cc1 (stereo unspecified)	0	nt
73	CCCCc1ccc(NC(=O)CN2NS(=O)(=O)c3ccccc3C2=O)cc1	4	nt
74	COc1ccc(NC(=O)N2CCC(n3nnc4cc(C)ccc43)CC2)cc1	2	nt
75	Cc1ccc(C(=O)Nc2cc(C)c(OCC(=O)N3CCOCC3)c(C)c2)cc1	8	nt
76	CC(C)c1ccc(Nc2cnn(C34CC5CC(CC(CC(=O)O)(C5)C3)C4)c(=O)c2Cl)cc1	8	nt
77	CC(C)[C@H](NC(=O)NC1CCCc2ccccc21)C(=O)O (stereo partly specified)	1	-9
78	Clc1ccccc1CN(Cc1ccccc1)c1ncnc2nc[nH]c12	24	-9
79	Nc1nc(SCc2ccc(Cl)cc2)ns1	12	-142
80	CN(C)C(=O)NC(Nc1ccc(Cl)cc1Cl)C(Cl)(Cl)Cl (stereo unspecified)	-16	nt
81	COC1(OC)N=C(N)C2(C#N)C(c3cccc(Oc4ccccc4)c3)C12C#N (stereo unspecified)	11	-12
82	CCCCOC(=O)c1ccc(NC(=O)c2c(N)n(C)c(=O)[nH]c2=O)cc1	7	nt
83	CCCn1c(-c2cccs2)nc2nc3ccccc3nc21	81*	nt
84	O=C(COc1ccc(Cl)cc1)NCCSc1ccccc1	-16	nt
85	COC(=O)c1ccc(NC(=O)CSc2n[nH]c(-c3ccncc3)n2)cc1	-2	5
86	CN(C)c1ccc(/C=N/n2ncc3ccccc32)cc1	-3	-13
87	CCOC(=O)Cn1nnnc1C(C(C)C)N(Cc1cccs1)Cc1cc2cc(C)ccc2[nH]c1=O (stereo unspecified)	2	nt
88	CCOC(=O)Nc1ccc2c(c1)N(C(=O)C(C)N1CCCC1)c1ccccc1CC2 (stereo unspecified)	8	nt
89	O=C(CN(c1ccccc1F)S(=O)(=O)c1ccccc1)NC1CCCCCC1	13	nt
90	COc1ccc(N(C(=O)C(C)C)S(=O)(=O)c2ccc3c(c2)n(C)c(=O)n3C)cc1	-7	-9
91	CCCCNS(=O)(=O)c1ccc2nc(SCC(=O)Nc3sccc3C#N)[nH]c2c1	-3	17
92	COc1ccc(-c2nn(C)c(=O)c3ccccc23)cc1CNC(=O)CN1CCOCC1	9	-14
93	CC(Oc1ccccc1)C(=O)Nc1nc2c(s1)C(=O)CC(C)(C)C2 (stereo unspecified)	-7	nt
94	Cn1c(NC(=O)c2ccc3c(c2)OCO3)cc(=O)n(C)c1=O	10	-4
95	COc1ccc(-n2c3c(cc(C(=O)NC4CCSC4=O)c2=O)C(=O)CC(C)(C)C3)cc1 (stereo unspecified)	-6	-2
96	COC(=O)c1ccc(NC2(C#N)C(=O)Nc3ccccc32)cc1 (stereo unspecified)	-79	-21
97	NC(=O)c1c(NC(=O)CSc2nnc(-c3ccco3)n2N)sc2c1CCCC2	-9	nt
98	CC1(C)CC(O)(CCNCc2ccc3c(c2)OCO3)CCO1 (stereo unspecified)	-14	nt
99	COc1cc(OC)cc(C(=O)N2CCC(N3CCCCCC3)CC2)c1	-10	13
100	CCC(=O)N[C@@H]1CC(C(C)(C)NC(=O)CC)CC=C1C (stereo partly specified)	3	2
101	O=C(C1CCN(S(=O)(=O)c2cccc3cccnc23)CC1)N1CCN(C2CCCCC2)CC1	-15	6
102	CCOc1ccc(C(=O)NC2CCN(C(=O)NCc3ccccc3)CC2)cc1	-10	-4
103	O=C(CCc1ccc(S(=O)(=O)NCc2ccccc2)cc1)N1CCN(Cc2ccc3c(c2)OCO3)CC1	-7	nt
104	Cn1nnc(NC(=O)c2ccccc2)n1	8	nt
105	Cc1onc(-c2ccccc2)c1C(=O)Nc1ccc(S(=O)(=O)N2CCCCC2)cc1	-22	-8
106	O=C1c2ccccc2C(O)(c2ncc[nH]2)N1CCc1ccccc1 (stereo unspecified)	0	nt
107	COc1cc(NC(=O)c2nnn(Cc3ccc(SC)cc3)c2N)cc(OC)c1	6	2
108	COc1ccc(/C=C/C(=O)c2c(C)nc3ccccn23)cc1	-31	nt

Continuation.
cpd	Compound	RmlCD inh mix	RT RNaseH block
109	Cn1c(=N)c(S(=O)(=O)c2ccc(Cl)cc2)cc2c(=O)n3ccccc3nc21	nt	-6
110	O=C(CSc1nc(Nc2ccccc2)nc(N2CCOCC2)n1)N1CCc2ccccc21	nt	-9
111	O=C(CSc1nnc(-c2cccnc2)n1Cc1ccco1)c1ccc(Br)cc1	3	-6
112	Cc1cc(C)n(C(=O)CNC(=O)C2COc3ccccc3O2)n1 (stereo unspecified)	6	2
113	COC(=O)N1[C@H](C)C=C[C@]1(Cc1ccccc1)C(=O)O	7	nt
114	COc1ccccc1NC(=O)CN1C(=O)NC(CC(C)C)C1=O (stereo unspecified)	62	-16
115	CCN(CC)S(=O)(=O)c1cccc(-c2nnc(SCc3ncc(-c4ccccc4)o3)n2C)c1	4	-8
116	CC(C(=O)Nc1ccc2nccnc2c1)N1C(=O)C2C3C=CC(C3)C2C1=O (stereo unspecified)	0	nt
117	CCOc1ccc(CN2CCN(C(=O)c3cccc(F)c3)CC2)cc1	12	nt
118	COc1cccc(NC(=O)CSCC(=O)O)c1	-13	nt
119	CCCCCn1c(SCc2cccc(C)c2)nc2c1c(=O)[nH]c(=O)n2C	8	-6
120	O=C(Cn1nc(-c2ccc(Cl)cc2)c2ccccc2c1=O)Nc1cccnc1	-11	nt
